Source: PubChem
PAX8 inh HTS: lowers PAX8-driven luciferase in RMG-I cells; RMG-I TPO-luciferase reporter, SteadyGlo, 24 h; 360,000 tested, 1.2% active; inhibition, % at 12.6 µM; AID 652154;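 active = mean replicate inhibition at least 60% with every replicate also reaching 60%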;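 note: luciferase light reporting Pax8 driven TPO promoter activity; plate controls were median of neutral control wells for no effect and mitoxantrone controls for full effect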
GSIS activator: primary screen for activators of insulin secretion dependent on glucose, INS-1E cells, GLuc reporter luminescence | AID 743287 | 370,000 tested, 0.61% active | INS-1E GLuc reporter insulin secretion, 2-3 h | activation, % at 16.6 µM;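 active = lowest replicate activation of at least 40%, so every replicate reaches that level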;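 note: 0% = median of neutral control wells and 100% = median of IBMX positive control wells; some compounds called inactive have numbers as strong as hits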
PglD DTNB: PglD (C. jejuni) enzyme inhibition; purified PglD enzyme, DTNB colorimetric CoA detection; inhibition, % at 12.5 µM; 360,000 tested, 0.098% active; AID 602405; in the data active = inhibition above about 16%, passing the limit was not always enough; note: strong numbers were not always called active
Statin myotox sup: suppression of simvastatin myotoxicity. C2C12 myotubes + simvastatin, ATP luminescence, 48 h; scaled: DMSO 0, geranylgeraniol control 100. rescue of ATP level, % at 7.49 µM. 330,000 tested, 0.78% active. AID 602340;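 active = mean ATP rescue above about 67%, or every replicate alone reaching that limit, limit read from the data, passing the limit was not always enough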;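 note: myotubes were challenged with 10 µM simvastatin during compound exposure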
LGR2 inh: inhibitors of bursicon-induced Drosophila LGR2 receptor cAMP signaling | HEK293 LGR2, CRE-luciferase, bursicon-stimulated, 4 h | inhibition, % at 9.99 µM | 380,000 tested, 0.35% active;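 active = drop in luminescence signal, shown as inhibition above about 50% in the replicate tests, limit read from the data, passing the limit was not always enough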;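 note: agonist challenge used bursicon conditioned medium at about half maximal strength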
PGC1a acetyl inh: modulators of PGC1a acetylation | U2OS PGC1a acetylation, AlphaScreen anti-acetyl-lysine; with virally co-expressed GCN5 acetyltransferase | inhibition, % at 15.6 µM | AID 651687 | 350,000 tested, 0.17% active;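 active = every replicate shows inhibition of at least 40%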;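 note: 0% = neutral control wells and 100% = positive control wells; some results beyond the cut were filed as inactive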
Cneo AK release: causes C. neoformans cell lysis. AID 651654. lysis activity, % at 15 µM. adenylate kinase release luminescence, 4 h; normalised: neutral wells 0, clomiphene wells 100. 360,000 tested, 0.2% active;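 active = mean lysis activity across replicates of at least 80%, whatever share of replicates individually reach that level; inactive = mean lysis activity below 80%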
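Material – Cryptococcus neoformans yeast cells · Quantity – 5 × 10^6 yeast cells/mL · Buffer or medium – YPD medium · Compound – single dose · Timing – 4 h static compound exposure, 37 °C, read 1 h post-reagent · Signal – adenylate kinase release luminescence · Read-out basis – lysis from increased AK signal · Benchmarks – Clomiphene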
ARNT TACC3 PPI: disruptors of human ARNT/TACC3 interaction; AID 623870; AlphaScreen His-ARNT PAS-B/GST-TACC3 binding, luminescence; TACC3 fragment carries E629A point mutation; 390,000 tested, 0.66% active; inhibition, % at 9.99 µM;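 active = mean inhibition of replicates at least 50% and at least half of replicates each reaching 50%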;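 note: 0% = complete ARNT plus TACC3 wells and 100% = ARNT alone without TACC3; many hits fall short of the cut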
* hit, by the source's call; x = not tested or not shown. This is a random part of the collection; 2.9% or so of the library scored in one or more.

Values in the order: PAX8 inh HTS, GSIS activator, PglD DTNB, Statin myotox sup, LGR2 inh, PGC1a acetyl inh, Cneo AK release, ARNT TACC3 PPI
- Cc1ccc(CNC(=O)CN(Cc2cccs2)C(=O)C2(C)CC(=O)N=C3C=CC=CN32)cc1 (stereo not drawn)
  25, 2, -1, x, 1, -1, 2, -6
- c1ccc(Nc2nc(N3CCNCC3)nc(N3CCOCC3)n2)cc1
  13, x, -2, -22, x, -4, 1, -6
- Cc1ccc(S(=O)(=O)N2CCCCC2)cc1NC(=O)c1ccc(Cl)nc1
  8, -22, 1, -2, 6, x, 2, -3
- CO/N=C(/CS(=O)Cc1ccccc1Cl)c1ccc(Cl)cc1Cl (stereo not drawn)
  x, -25, -5, 0, 1, -5, -1, -2
- O=C(Nc1ccccc1)N1C[C@@H]2[C@H](c3ccccc31)[C@@H](CO)N2Cc1ccc(F)cc1
  -2, -18, 1, 0, 6, -8, -7, 4
- O=C(NCCCN1CCOCC1)c1ccc2c(c1)N(Cc1ccc(F)cc1)CCS2
  17, 18, -7, -2, 15, 5, 2, 3
- CO[C@@H]1CN(C)C(=O)c2cc(NC(=O)NC(C)C)ccc2OC[C@@H](C)N(C(=O)CN(C)C)C[C@@H]1C
  -10, -9, 1, -1, 5, -14, -9, -7
- Cc1c(CC(=O)NCCC(C)C)c(=O)oc2cc3c(cc12)CCC(C)(C)O3
  -11, 14, -1, -15, 4, -3, 0, -1
- O=C(COc1ccccc1)Nc1nnc(-c2ccccc2Cl)o1
  -19, -2, 3, 8, -2, x, -3, 42
- O=C(c1ccco1)N1CCN(c2ccnc3cc(Cl)ccc23)CC1
  16, 5, x, x, -1, x, x, 0
- Cc1ccc(-n2c(C)c(C)c3c(NCCO)ncnc32)cc1
  -64, 5, 0, -7, -18, x, 13, 27*
- CCC(C)NC(=O)CN(c1ccc(OC)cc1)S(=O)(=O)c1ccccc1 (stereo not drawn)
  4, -5, x, x, -4, 3, x, -5
- O=C(O)CC1(CC(=O)N2CCN(CCO)CC2)CCCC1
  -1, 9, x, x, 20, x, x, -5
- Cc1noc(C)c1NC(=O)Nc1ccc2c(c1)C(=O)N([C@H](C)CO)C[C@@H](C)[C@@H](CN(C)C(=O)Nc1ccc3c(c1)OCO3)OCCCC[C@@H](C)O2
  x, 14, -2, x, 7, 1, -1, 6
- CCc1nn2c(=O)cc(COc3ccc(NC(=O)c4ccco4)cc3)nc2s1
  8, 2, 1, -8, 6, -14, 10, -11

Eight successive compounds from above, quoted:
Values in the order: PAX8 inh HTS, GSIS activator, PglD DTNB, Statin myotox sup, LGR2 inh, PGC1a acetyl inh, Cneo AK release, ARNT TACC3 PPI
- Cc1ccc(S(=O)(=O)N2CCCCC2)cc1NC(=O)c1ccc(Cl)nc1
  8, -22, 1, -2, 6, x, 2, -3
- CO/N=C(/CS(=O)Cc1ccccc1Cl)c1ccc(Cl)cc1Cl (stereo not drawn)
  x, -25, -5, 0, 1, -5, -1, -2
- O=C(Nc1ccccc1)N1C[C@@H]2[C@H](c3ccccc31)[C@@H](CO)N2Cc1ccc(F)cc1
  -2, -18, 1, 0, 6, -8, -7, 4
- O=C(NCCCN1CCOCC1)c1ccc2c(c1)N(Cc1ccc(F)cc1)CCS2
  17, 18, -7, -2, 15, 5, 2, 3
- CO[C@@H]1CN(C)C(=O)c2cc(NC(=O)NC(C)C)ccc2OC[C@@H](C)N(C(=O)CN(C)C)C[C@@H]1C
  -10, -9, 1, -1, 5, -14, -9, -7
- Cc1c(CC(=O)NCCC(C)C)c(=O)oc2cc3c(cc12)CCC(C)(C)O3
  -11, 14, -1, -15, 4, -3, 0, -1
- O=C(COc1ccccc1)Nc1nnc(-c2ccccc2Cl)o1
  -19, -2, 3, 8, -2, x, -3, 42
- O=C(c1ccco1)N1CCN(c2ccnc3cc(Cl)ccc23)CC1
  16, 5, x, x, -1, x, x, 0

(next part)
Values in the order: PAX8 inh HTS, GSIS activator, PglD DTNB, Statin myotox sup, LGR2 inh, PGC1a acetyl inh, Cneo AK release, ARNT TACC3 PPI
- c1ccc(C[n+]2cccc(-c3ccccc3)c2)cc1
  -1, 23, x, x, -11, x, x, -5
- CCN1C(=O)[C@H]2[C@@H](c3ccc(OC)cc3)N[C@]3(CCCN(Cc4cccn4C)C3=O)[C@H]2C1=O
  16, 4, -4, 5, -24, 7, 1, x
- CC(=O)Nc1ccc(NC(=O)Cc2sc(-c3cccnc3)nc2-c2ccc(C)cc2)cc1
  10, -1, -1, -26, -9, x, 5, -13
- CSc1ncc(F)c(N(CCO)CCO)n1
  0, 31, 3, -12, 5, 8, -3, -5
- O=C(Nc1ccccc1F)C1CCN(C(=O)NCc2ccccc2)CC1
  -24, 0, -2, 16, 1, x, 12, -3
- COc1ccc(NC(=O)COC(=O)c2c(NC(C)=O)sc(C)c2C)cc1
  -4, -16, 0, -8, -26, 5, -13, x
- CCOc1ccc(-c2nnc(-c3snc(-c4ccc(F)cc4)c3N=CN(C)C)o2)cc1
  x, x, -2, -6, x, -5, 0, -7
- CCCNC(=O)N(C)C[C@H]1Oc2ncc(-c3ccncc3)cc2C(=O)N([C@@H](C)CO)C[C@H]1C
  x, 24, -2, 4, 0, 1, -1, -5
- Cc1ccc(S(=O)(=O)Nc2ccc3c(c2)C(=O)N([C@@H](C)CO)C[C@@H](C)[C@@H](CN(C)Cc2ccc(C(=O)O)cc2)OCCCC[C@H](C)O3)cc1
  -3, 14, 2, x, -8, 5, 18, -6
- O=C1c2ccccc2C(=O)C1(CO)c1ccc(OC(F)F)cc1
  -65, 7, 3, -53, -61, x, -2, 0
- CCCN1C[C@H](C)[C@@H](OC)CN(C)C(=O)c2cc(NC(=O)Nc3ccccc3F)ccc2OC[C@H]1C
  -9, -6, 1, 9, -12, 9, -2, 2
- CC(=O)c1ccc(NC(=O)Nc2ccc3c(c2)nc(C)n3C)cc1
  -138, 12, x, x, -22, -2, x, -2
- CCOC(=O)C1=C(COC(=O)COc2ccc(OCC)cc2)NC(=O)NC1C (stereo not drawn)
  -1, 16, x, 13, 8, x, x, -1
- Cc1ccc(NC(=O)Cn2c([N+](=O)[O-])cnc2C)cc1
  0, -1, x, x, -11, x, x, 13
- O=C(Nc1nnc(CCc2ccccc2)s1)c1ccc(F)cc1
  -12, -2, -2, 13, -10, x, 0, -3
- COC(=O)c1ccc(S(=O)(=O)c2ccc([N+](=O)[O-])cc2)cc1
  0, 2, -3, -1, -13, x, 0, -6
- N=C1/C(=C/c2ccc(-c3cccc(C(=O)O)c3)o2)C(=O)N=C2SC=C(c3ccccc3)N12
  12, -4, x, x, -1, x, x, -4
- NC(=O)C1CC(=O)N(c2ccc(OCc3ccc([N+](=O)[O-])cc3)cc2)C1 (stereo not drawn)
  -61, -16, -2, 1, -19, x, -1, 10
- CC(=O)N[C@@H]1c2c(ccc3ccccc23)OC[C@@H]1COC(C)=O
  -12, 3, x, x, 15, 1, x, x
- C[C@H](CO)N1C[C@H](C)[C@H](CN(C)CC2CCCCC2)Oc2ccc(NC(=O)Cc3cn(C)c4ccccc34)cc2CC1=O
  x, -14, 0, 18, 4, -5, -3, 3
- C=CCn1c(-c2oc3nc(-c4ccccc4)cc(-c4ccccc4)c3c2N)n[nH]c1=S
  7, 17, 2, x, 26, 1, 0, 7
- Cc1cccc(C)c1OC(=O)c1ccccc1
  3, 8, 3, 5, 9, 7, 0, -3
- CCOC(=O)C1(Cc2ccccc2C)CCCN(C(=O)CSC)C1 (stereo not drawn)
  -10, -7, -6, -7, 6, x, -1, 1
- CCOC(=O)CSc1nnc(-c2nnc(SCC(=O)OCC)n2CC)n1CC
  x, x, 2, 0, x, 10, 2, 0
- Cn1c(-c2ccco2)n[nH]c1=S
  2, -1, x, x, 0, -3, x, -8
- CCOC(=O)C1CCCN(CCC(=O)Nc2ccc(Br)c(C)c2)C1 (stereo not drawn)
  19, -24, 71*, 3, 18, -3, 2, -3
- O=C(Nc1ccccn1)C12CC3CC(CC(C3)C1)C2
  x, 15, -1, 1, -2, -11, 0, -10
- Cc1ccccc1-c1noc(CCC(=O)NC2CCCCC2)n1
  -6, 4, 5, -10, -4, x, -7, 18
- O=C(CN1C2CCCC1CC(NC(=O)c1ccccc1)C2)NC1CC1 (stereo not drawn)
  3, -2, x, 11, -9, x, x, -1
- COc1ccc(/C=C/c2ccc3cccc(O)c3n2)cc1Br
  -45, -6, -4, -5, -63, -2, -4, -1

Record cards, as listed above. Screens in order: PAX8 inh HTS, GSIS activator, PglD DTNB, Statin myotox sup, LGR2 inh, PGC1a acetyl inh, Cneo AK release, ARNT TACC3 PPI
`COc1ccc(/C=C/c2ccc3cccc(O)c3n2)cc1Br` is entered as -45, -6, -4, -5, -63, -2, -4, -1
`C[C@H](CO)N1C[C@H](C)[C@H](CN(C)CC2CCCCC2)Oc2ccc(NC(=O)Cc3cn(C)c4ccccc34)cc2CC1=O` is entered as x, -14, 0, 18, 4, -5, -3, 3

Continued.
Values in the order: PAX8 inh HTS, GSIS activator, PglD DTNB, Statin myotox sup, LGR2 inh, PGC1a acetyl inh, Cneo AK release, ARNT TACC3 PPI
- CCN(c1ccccc1)S(=O)(=O)c1cccc(C(=O)NCC(c2ccco2)N2CCCC2)c1 (stereo not drawn)
  9, -22, 1, x, 1, 6, 1, 10
- CN(C)c1ccc(C(=S)N2CCN(Cc3ccccc3)CC2)cc1
  -11, -2, 0, -7, -9, 1, 9, 6
- COc1ccc(CCNC(=O)C2CCN(S(=O)(=O)N3CCCCC3)CC2)cc1OC
  x, -12, -4, -1, x, 2, 2, -3
- O=c1[nH]c2c(oc3ccccc32)c(=O)n1Cc1ccccc1
  14, 5, -3, 4, 11, 2, -3, -1
- Fc1ccc(-c2cc(C(F)(F)F)nc(-n3cccn3)n2)cc1
  11, 37, -2, x, -2, 11, 5, -2
- C[C@H]1CN([C@@H](C)CO)C(=O)c2cc(/C=C/c3ccccc3)cnc2O[C@H]1CN(C)S(C)(=O)=O
  x, 14, -3, 6, -3, -11, 19, -5
- O=C(c1ccc(Cl)cc1)c1cnc(-c2ccccc2)s1
  x, x, x, 12, x, 6, 1, 0
- CC(OC(=O)c1ccccc1O)C(=O)Nc1cccc(Cl)c1 (stereo not drawn)
  9, 1, 3, 10, 22, x, 0, -3
- O=C(NCC(=O)N1CCC2(CC1)NCCc1[nH]cnc12)c1ccc(Br)cc1
  6, 6, 2, -7, 12, -9, 0, 2
- CC(=O)c1cccc(NC(=O)CN2C(=S)NC(C)(C)CC2C)c1 (stereo not drawn)
  14, -6, x, x, -5, 0, x, 3
- COc1ccc(NC(=O)c2cccc(OS(=O)(=O)N(C)C)c2)cc1
  -79, 5, x, -16, -66, -3, x, 8
- O=C(CSc1nnc(-c2ccco2)o1)c1ccc(O)cc1O
  -15, x, -6, -2, x, -7, -2, 20
- COC(=O)c1ccc(COn2c(=O)c(C)[n+]([O-])c3ccccc32)cc1
  x, x, 7, 2, x, 4, 3, -2
- CC(C)CSc1ncnc2c1oc1nc3c(cc12)COC(C)(C)C3
  x, -5, -5, -13, x, -3, 3, 5
- NC(c1csc(Nc2cc(Oc3ccccc3)ncn2)n1)c1ccccc1Cl (stereo not drawn)
  -17, x, 0, 7, x, -4, -15, x
